PhoP inhibition = inhibitors of PhoP regulon expression, primary screen, Salmonella Typhimurium, GFP reporter (AID 1863); inhibition, % at 50 µM, or IC50 in µM where a hit was titrated; 0.16% of 300,000 active; S. Typhimurium PhoP-regulated promoter GFP reporter, 4 h; higher % means a stronger effect;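 active = inhibition over 29.93%, a cutoff 3 SD above the screen mean, later confirmed by dose response; inconclusive = inhibition over 29.93% but no dose response follow-up; inactive = inhibition at most 29.93% or unconfirmed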;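 note: 0% = low Mg2+ inducing control and 100% = high Mg2+ repressing control; strong numbers were not always called active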
MgcRacGAP inhibition = MgcRacGAP GTPase-activating activity inhibitors, confirmation, biochemical, ADP Hunter fluorescence; AID 624330, 2012; 0.6% of 340,000 active; inhibition, % at 30 µM; hits with a dose series show IC50 in µM; MgcRacGAP-stimulated Rac1 GTP hydrolysis, ADP Hunter fluorescence; higher % means a stronger effect; GST-tagged Rac1 F28L mutant substrate;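 active = first-screen hits whose inhibition reached a set limit at any dose in the follow-up dose series; inconclusive = inhibition above the set first-screen limit but never retested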;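 note: fluorescence reports GDP produced by GAP-driven GTP hydrolysis; strong numbers were not always called active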
West Nile antiviral = West Nile virus antiviral activity, cell-based, CPE readout (AID 1621). West Nile virus-infected cells, CPE inhibition; higher % means a stronger effect. CPE inhibition, % at 10 µM; hits with a dose series show IC50 in µM. 0.02% of 290,000 active; in the data active = a potency from the dose series; inconclusive = CPE inhibition mostly from about 3.7% at the one dose, without a potency; inactive = the rest, 99 in 100 with CPE inhibition below about 2.2%; note: strong numbers were not always called active
Myeloid diff MLP = induction of myeloid progenitor differentiation, primary screen, cell-based, flow cytometry, MLPCN library; ER-HoxA9 myeloid progenitors, lysozyme-GFP differentiation; calls only at 10 µM; 1% of 360,000 active; AID 624256, 2012;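 active = normalized GFP-positive differentiation at or above the plate's own cutoff, the solvent-only control mean plus 3 SD; inconclusive = no clear call, values can overlap the other calls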;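 note: cells exposed to compound for four days before flow analysis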
RSV CPE inhibition = RSV antiviral activity via CPE protection, HEp-2 cells, primary 10 µM value included (AID 2391); HEp-2 cells, RSV-induced CPE inhibition; higher % means a stronger effect; one-dose CPE inhibition, % at 10 µM; IC50 in µM for titrated hits; 0.13% of 310,000 active; in the data active = a potency from the dose series; inconclusive = CPE inhibition mostly from about 23% at the one dose, without a potency; inactive = the rest, 99 in 100 with CPE inhibition below about 21%; note: strong numbers were not always called active
WT yeast gro inh = growth inhibition of WT strain, primary screen, mitochondrial fusion inhibitor project, WT and mutant strains, chemical genetic. inhibition, % at 10 µM. mitochondrial fusion phenotypic screen. 2.1% of 190,000 active. AID 1362, 2008; in the data active = inhibition above about 58%; tested in S. cerevisiae
T cell HTS = modulators of CD8 T cell-vesicle binding, primary screen, mouse 2C CD8+ T cells, flow cytometry; 2C CD8+ T cell-vesicle binding; hits give low values; calls only at 7 µM; 0.068% of 330,000 active; AID 2052, 2009;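 active = response, share of CD8 T cells binding vesicles, and their 90th percentile fluorescence all below set limits, cut at about 80% in these data, passing the limit was not always enough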
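material = purified 2C TCR transgenic mouse naive CD8+ T cells | controls = Unloaded micro-vesicles (low), QL9 vesicles with 0.7% DMSO (high) | detection = cytometric PE anti-B7-1 and Alexa647 anti-CD8 signals after 1% paraformaldehyde fixation | incubation = binding step 1.5 h, 37 °C, antibody labelling 20 min, ice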
SV40 large T antigen = SV40 large T antigen inhibitors, biochemical (AID 1903); one-dose inhibition, % at 20 µM; IC50 in µM for titrated hits; 0.39% of 310,000 active; SV40 large T antigen ATPase/helicase inhibition assay; higher % means a stronger effect; in the data active = a potency from the dose series; inconclusive = inhibition mostly from about 32% at the one dose, without a potency; inactive = the rest, 99 in 100 with inhibition below about 32%; note: strong numbers were not always called active
b-catenin transl = modulators of beta-catenin nuclear translocation, primary screen, imaging, HeLa cells, immunofluorescence, high-content. AID 1665, 2009. 0.3% of 190,000 active. nuclear translocation activity, % at 5 µM;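 active = nuclear translocation activity above 50% at 5 µM, with a well cell count of 50 or more; inconclusive = wells under 50 cells across six images, flagged as toxic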;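 note: per-cell ratio of nuclear to cytoplasmic median beta-catenin stain intensity; plate controls were DMSO negative control for no effect and GSK-3 inhibitor IX positive control for full effect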
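Test system: HeLa cells, endogenous beta-catenin; Compound: single 5 µM dose plus 0.02–20 µM confirmation series; Times: compound exposure 24 h at 37°C; Signal: fluorescence imaging of beta-catenin antibody stain plus DAPI; Read-out: % activation, nuclear-to-cytoplasmic median beta-catenin signal ratio per cell.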
WT yeast gro inh mutant strain = further read-out of WT yeast gro inh, marked with its call; inhibition, %; mitochondrial fusion phenotypic screen, mutant strain inhibition
b-catenin transl cell count 5 µM = further read-out of b-catenin transl, marked with its call; cell count; measured here: cell count, cytotoxicity flag
T cell HTS vesicle-bound % = further read-out of T cell HTS, marked with its call; double positive events, %; measured here: CD8+ vesicle-bound cell fraction;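 binding gate set so that unloaded-vesicle control wells show 10% double positive cells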
Myeloid diff MLP GFP+ MAC1+ % = also measured in Myeloid diff MLP; calls as there; GFP+ MAC1+ double positive, %; measured here: differentiation confirmed by MAC1 staining
* = called active by the depositor; i = inactive; ? = inconclusive; . = not tested or not shown; + = active, no number.

Each structure is followed by: PhoP inhibition | MgcRacGAP inhibition | West Nile antiviral | Myeloid diff MLP | Myeloid diff MLP GFP+ MAC1+ % | RSV CPE inhibition | WT yeast gro inh | WT yeast gro inh mutant strain | T cell HTS | T cell HTS vesicle-bound % | SV40 large T antigen | b-catenin transl | b-catenin transl cell count 5 µM
> CCN(c1ccccc1)S(=O)(=O)c1ccc(OCC(=O)Nc2cc(C)on2)cc1
    1% | 9% | 0.0% | i | 0.5 | 4.1% | -14 | 3 | i | 9 | 1% | -2.4 | 1129
> CC(C)(C)NC(=O)c1ccc2c(c1)N(CC(=O)N1CCN(c3ccccc3F)CC1)C(=O)C(C)(C)O2
    -2% | 5% | -0.1% | i | 1.8 | -0.3% | -16 | -11 | i | 56 | 21% | -8.6 | 1061
> O=C(Nc1ccc(-c2nc3c(ccc4ccccc43)o2)cc1)c1ccco1
    -7% | -1% | 3.2% | + | 16* | 7.2% | 6 | 27 | i | 16 | 13% | . | .
> Cc1ccccc1NC(=O)C1Cc2ccccc2C(=O)O1 (stereo unspecified)
    2% | 8% | 0.9% | i | 0.6 | 4.1% | 6 | 5 | i | 20 | 14% | 0.6 | 1075
> COC(=O)CNC(=O)Cc1c(F)cccc1Cl
    10% | 2% | 0.8% | i | 6.9 | 1.0% | -3 | 2 | i | 36 | -2% | . | .
> O=C(Nc1nc2ccccc2n1CCN1CCCC1)c1ccc(Cl)cc1
    21% | 7% | -0.2% | i | 0.8 | 0.6% | 11 | 3 | i | 1 | 0% | -4.3 | 958
> O=C(c1ccccc1)c1cccn1CC(=O)N1CCN(C2CCCCC2)CC1
    -1% | 14% | -0.3% | i | 0.1 | 0.8% | 14 | 1 | i | 15 | 1% | 0.3 | 1303
> CC(=O)Oc1ccc2c(c1)C(=O)c1ccccc1CO2
    -4% | 8% | -0.1% | i | 1.0 | 9.7% | 17 | 8 | i | 38 | 4% | . | .
> O=C(NCc1ccc2c(c1)OCO2)c1ccc(Br)o1
    -5% | 6% | 0.1% | i | 0.2 | 2.5% | . | . | i | 61 | 13% | . | .
> CC(=O)Nc1ccc2nc3c(=O)n(C)c(=O)n(C)c3nc2c1
    -21% | 15% | 0.2% | + | 4.3* | 2.5% | . | . | i | 22 | 21% | -3.8 | 1182
> CCOC(=O)c1c(Nc2nc(C)c(C(=O)NC)s2)sc(C)c1C
    14% | 6% | -0.3% | i | 0.9 | 0.2% | -4 | 9 | i | 17 | 7% | -2.2 | 1123
> Cc1ccc(NS(=O)(=O)c2ccc3c(c2)NC(=O)CCS3)c(Br)c1
    0% | 0% | 0.1% | i | 0.0 | 0.0% | . | . | i | 37 | 19% | . | .
> Cc1ccc(C)c(C(C)NC(=O)Cc2cccs2)c1 (stereo unspecified)
    -6% | 10% | -0.6% | i | 0.6 | 1.5% | . | . | i | 53 | 11% | . | .
> Cc1cc(C)nc(SCc2nnc(SCc3ccc([N+](=O)[O-])cc3)n2Cc2ccco2)n1
    6% | 3% | -0.4% | i | 0.8 | 3.7% | -7 | 3 | i | 29 | 7% | -2.0 | 1012
> Cc1csc(NC(=O)CSc2ncn(-c3ccccc3)n2)n1
    18% | 12% | -0.1% | i | 0.5 | 1.2% | 2 | 7 | i | 23 | -2% | 1.8 | 1435
> Cc1ccc(/C=N/N2CCOCC2)s1
    -5% | 15% | 0.0% | i | 0.3 | 2.3% | -13 | 12 | i | 18 | 9% | -2.4 | 1083
> COc1ccc(CNC(=O)CN(C(=O)CCC(=O)Nc2ccccn2)c2cc(C)ccc2C)cc1
    1% | 5% | -0.7% | i | 0.4 | 2.0% | . | . | i | 24 | 4% | . | .
> N#Cc1c(C(F)(F)F)cc(C2CC2)[nH]c1=O
    -10% | 0% | 0.0% | i | 1.7 | 1.6% | -5 | 4 | i | 37 | 5% | -3.8 | 1107
> CCCC(=O)Nc1nc2ccc(NC(=O)c3ccc(Br)o3)cc2s1
    -3% | 2% | 0.0% | + | 5.1* | 3.2% | 2 | -26 | i | 33 | 3% | 0.9 | 1077
> OC1CN=C2Sc3ccccc3N2C1 (stereo unspecified)
    -3% | 7% | 0.0% | i | 0.0 | 0.2% | 14 | 3 | i | 35 | 9% | -0.8 | 1052
> Cc1cc2c(N=O)c(NO)ccc2[nH]1
    15% | ? | 2.5% | i | 2.5 | -3.9% | -4 | 4 | i | 11 | 29µM* | -4.6 | 1158
> CS(=O)(=O)c1ccc2nc(NC(=O)Oc3ccccc3)sc2c1
    6% | 6% | 0.4% | i | 1.4 | 1.7% | -18 | -2 | i | 32 | 15% | -3.9 | 1078
> Cc1ccccc1-n1c(SCc2ccccn2)nc2n[nH]c(C)c2c1=N
    9% | 16% | 0.2% | i | 0.8 | 11% | -8 | 0 | i | 38 | 7% | . | .
> O=C(Cc1cc(=O)[nH]c(=O)[nH]1)NCC1CCCO1 (stereo unspecified)
    -10% | 5% | -0.1% | i | 0.9 | 0.4% | 2 | -1 | i | 51 | 11% | . | .
> Cc1csc(NC(=O)CSc2ncc(-c3ccccc3)[nH]2)n1
    13% | 5% | -0.3% | i | 0.3 | 6.0% | 6 | 5 | i | 4 | 29% | . | .
> CCOC(=O)C1CCCN(CC(O)COC(c2ccccc2)c2ccccc2)C1 (stereo unspecified)
    -5% | 7% | -0.2% | i | 1.9 | 0.7% | . | . | i | 25 | 10% | . | .
> O=C(CCNC(=O)c1ccccc1)NCCCc1ccccc1
    . | 8% | . | i | 0.4 | 1.0% | . | . | i | 39 | . | . | .
> CCC(C)NC(=O)CN1C(=O)CSc2ccc(S(=O)(=O)N3CCCC3)cc21 (stereo unspecified)
    3% | 8% | 0.0% | i | 4.3 | 0.4% | . | . | i | 18 | 3% | . | .
> CS(=O)c1ccccc1-c1nc(-c2cc(C(F)(F)F)cc(C(F)(F)F)c2)no1 (stereo unspecified)
    -3% | 5% | . | i | 0.7 | 2.7% | -2 | 0 | i | 49 | 4% | 0.6 | 1404
> O=C(C[n+]1cc(-c2ccc(Br)cc2)n2c1CCCCC2)c1ccccc1
    8% | 5% | 0.9% | i | 0.0 | -0.9% | -8 | 9 | i | 6 | 9% | 4.6 | 733
> O=C(Nc1ccc2c(c1)OCCO2)C1CCCN(S(=O)(=O)c2cccc3nsnc23)C1 (stereo unspecified)
    9% | 1% | 1.6% | i | 6.1 | 0.7% | 5 | 8 | i | 14 | 5% | . | .
> COCCCN1C(=O)c2[nH]nc(-c3cc(C)cc(C)c3O)c2C1c1ccc(O)c(OC)c1 (stereo unspecified)
    -4% | 8% | 0.2% | i | 1.1 | 6.8% | -4 | -1 | i | 25 | 12% | -3.6 | 1208
> CC(C)NCCOc1cccc(Br)c1
    7% | 25% | 0.2% | i | 0.2 | 1.0% | -18 | -12 | i | 41 | 15% | . | .
> COc1cc(/C=C/C(=O)OCC(=O)NCc2ccccc2OC)ccc1O
    -5% | -4% | . | i | 1.3 | -0.5% | . | . | i | 47 | 36% | . | .
> CCc1cccc(CN2CCC(CNC(=O)Nc3ccc(Cl)cc3)CC2)c1
    -4% | 13% | -1.1% | i | 0.5 | -2.2% | 21 | 19 | i | 33 | 11% | 6.0 | 869
> COc1cccc(C(=O)NC2C(=O)N3C(C(=O)O)=C(COC(C)=O)CSC23)c1 (stereo unspecified)
    . | ? | . | i | 1.5 | 2.7% | . | . | i | 18 | . | . | .
> Cc1cccc(-n2c(SCC(=O)N3CC(=O)Nc4ccccc43)nc3ccccc3c2=O)c1C
    16% | 11% | 0.1% | i | 0.7 | 7.0% | 22 | -6 | i | 55 | 20% | -2.4 | 1110
> CC(C)CC(=O)N1CC(C)N(C(=O)CC(C)C)CC1C (stereo unspecified)
    -1% | . | 0.0% | . | . | 3.1% | -5 | -11 | i | 44 | 11% | -1.8 | 497
> CCOc1ccc(OCC)c(S(=O)(=O)NCc2ccccc2)c1
    -5% | 8% | -0.1% | i | 0.7 | 0.7% | . | . | i | 65 | 7% | . | .
> COc1ccc(/C=C2\SC(=S)N(CCC(=O)Nc3ccccn3)C2=O)cc1OC
    -1% | 3% | -0.9% | i | 3.8 | 1.9% | . | . | i | 15 | 6% | . | .
> COc1ccc(S(=O)(=O)N2CCC(C(=O)NCC3CC3)CC2)cc1
    -4% | 3% | -0.5% | i | 0.4 | 3.1% | . | . | i | 30 | 10% | . | .

Structural class, the compounds so far containing fluorine (four)
Each structure is followed by: PhoP inhibition | MgcRacGAP inhibition | West Nile antiviral | Myeloid diff MLP | Myeloid diff MLP GFP+ MAC1+ % | RSV CPE inhibition | WT yeast gro inh | WT yeast gro inh mutant strain | T cell HTS | T cell HTS vesicle-bound % | SV40 large T antigen | b-catenin transl | b-catenin transl cell count 5 µM
> CC(C)(C)NC(=O)c1ccc2c(c1)N(CC(=O)N1CCN(c3ccccc3F)CC1)C(=O)C(C)(C)O2
    -2% | 5% | -0.1% | i | 1.8 | -0.3% | -16 | -11 | i | 56 | 21% | -8.6 | 1061
> COC(=O)CNC(=O)Cc1c(F)cccc1Cl
    10% | 2% | 0.8% | i | 6.9 | 1.0% | -3 | 2 | i | 36 | -2% | . | .
> N#Cc1c(C(F)(F)F)cc(C2CC2)[nH]c1=O
    -10% | 0% | 0.0% | i | 1.7 | 1.6% | -5 | 4 | i | 37 | 5% | -3.8 | 1107
> CS(=O)c1ccccc1-c1nc(-c2cc(C(F)(F)F)cc(C(F)(F)F)c2)no1 (stereo unspecified)
    -3% | 5% | . | i | 0.7 | 2.7% | -2 | 0 | i | 49 | 4% | 0.6 | 1404
